TEAD-YAP inh = TEAD-YAP interaction inhibition; HEK-TIYL cells, TEAD-Gal4/YAP UAS-luciferase luminescence; inhibition, % at 9.12 µM; 640,000 tested, 1.4% active; in the data active = inhibition above about 32%;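 also: 0% = median of test compound wells and 100% = reference inhibitor wells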
MITF inh = human MITF inhibition, primary screen | AlphaScreen MITF homodimerization, bead proximity signal | inhibition, % at 2.6 µM | 650,000 tested, 0.91% active | AID 1259374; in the data active = inhibition above about 50%;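 also: 0% = vehicle wells with protein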
Target sequence (O75030 whole entry, looked up): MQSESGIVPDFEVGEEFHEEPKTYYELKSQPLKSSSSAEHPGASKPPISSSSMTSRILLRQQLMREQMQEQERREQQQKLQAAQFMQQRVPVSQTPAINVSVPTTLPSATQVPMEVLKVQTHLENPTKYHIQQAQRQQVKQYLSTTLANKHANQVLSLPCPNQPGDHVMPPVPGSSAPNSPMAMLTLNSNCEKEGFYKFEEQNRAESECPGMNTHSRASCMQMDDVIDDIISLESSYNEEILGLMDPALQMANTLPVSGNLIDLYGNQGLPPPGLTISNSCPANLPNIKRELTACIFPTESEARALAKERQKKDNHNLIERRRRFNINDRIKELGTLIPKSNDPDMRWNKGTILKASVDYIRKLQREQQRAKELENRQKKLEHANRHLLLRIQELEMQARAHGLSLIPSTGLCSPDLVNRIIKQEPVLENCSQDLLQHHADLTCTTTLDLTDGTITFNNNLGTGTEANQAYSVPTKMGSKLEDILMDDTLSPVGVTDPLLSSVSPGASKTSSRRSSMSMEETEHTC
GPR151 activ = activators of human GPR151. PathHunter beta-arrestin GPR151 cells, luminescence. activation, % at 11.2 µM. Q8TDV0. 650,000 tested, 1% active; in the data active = activation above about 4.9%;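 also: 0% = median of compound wells and 100% = cells with positive control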
Target sequence (Q8TDV0 whole entry, looked up): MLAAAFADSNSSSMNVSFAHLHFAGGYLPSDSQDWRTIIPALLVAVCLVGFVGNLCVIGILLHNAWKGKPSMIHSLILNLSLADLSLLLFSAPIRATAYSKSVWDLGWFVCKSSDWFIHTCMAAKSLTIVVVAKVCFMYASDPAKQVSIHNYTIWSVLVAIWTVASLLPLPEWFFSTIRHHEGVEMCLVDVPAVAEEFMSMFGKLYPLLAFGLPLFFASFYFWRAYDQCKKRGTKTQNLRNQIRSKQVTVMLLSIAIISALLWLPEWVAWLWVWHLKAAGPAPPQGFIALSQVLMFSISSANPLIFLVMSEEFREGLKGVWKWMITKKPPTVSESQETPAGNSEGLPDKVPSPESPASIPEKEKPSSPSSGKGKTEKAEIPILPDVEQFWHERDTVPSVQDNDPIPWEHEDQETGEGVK
FBW7 activator = activators of human E3 ligase FBW7 | 650,000 tested, 0.13% active | normalized activity (activation), % at 26.1 µM | AlphaScreen FBW7–phospho-cyclin E peptide binding, activator screen | Q969H0; in the data active = normalized activity above about 1.9%;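 also: purified mutant Fbw7 with reduced substrate affinity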
* hit, by the source's call; · = no result given; & = joins results of further samples. Outcome played no part in choosing rows; about 3.4% have a hit in one of these screens.

SMILES	TEAD-YAP inh	MITF inh	GPR151 activ	FBW7 activator
O=S(=O)(NCCCc1ccccc1)c1cccc2cnccc12	25	-3	-0.4	-0.2
COC(=O)c1cccc(-c2cc(NC(=O)Cc3ccccc3)n[nH]2)c1	0	13	0.3	-0.1
O=C(CSc1ccc(-c2cccs2)nn1)N1CCN(c2ccccc2)CC1	4	4	1.5	-0.1
COc1ccc(CN=C(N)Nc2nc(C)cc(C)n2)cc1	9&18	10&2	2.5&0.7	-0.1&0.0
CCCCCCNC(=O)c1ccc2c(c1)NC(=O)C(CSCc1ccc(Cl)cc1)N2 (stereo unspecified)	8	6	0.8	-0.1
Cn1nnc2c(SCC(=O)c3ccc(Cl)cc3)ncnc21	-68	16	0.4	-0.1
COCCCN(Cc1ccco1)C(=O)c1cc2c(=O)oc3ccc(C)cc3c2s1	1	2	-0.4	-0.2
COc1cccc(CNC(=O)CCC2CCCN(C(=O)Cn3cnnn3)C2)c1 (stereo unspecified)	1	2	1.0	-0.1
O=C(O)Cn1cc2c(n1)CCCCCC2	10	5	1.8	0.0
CCn1c(SCC(=O)Nc2ccccc2N2CCOCC2)nnc1-c1ccccc1	8	2	-0.2	0.0
CC(C)C(NC(=O)c1ccccc1)C(=O)O (stereo unspecified)	1	0	0.5	-0.1
CSCCCNC(=O)CC1C(=O)NCCN1Cc1ccoc1 (stereo unspecified)	1	-21	-0.5	0.1
COCCNC(=O)C(=O)NCC1OCCN1S(=O)(=O)c1c(C)cc(C)cc1C (stereo unspecified)	-8	-6	0.8	-0.2
Cc1c(NS(=O)(=O)c2ccc3c(c2)Cc2ccccc2-3)c(=O)n(-c2ccccc2)n1C	3	3	-0.1	0.1
O=C(Nc1nnc(-c2ccncc2)o1)c1c(F)cccc1F	-3	23	0.8	0.1
Cc1ccc(N2C(=O)C(O)=C(S(C)(=O)=O)C2c2ccccc2)cc1 (stereo unspecified)	14	-1	3.0	0.1
CCCCSc1nc2c(c(=O)n1CC1CCCCC1)C1(CCCCC1)Cc1ccccc1-2	1	-7	2.3	0.2
O=c1[nH]c2cc([N+](=O)[O-])c([N+](=O)[O-])cc2nc1/C=C(\O)c1ccco1	-14	2	-2.2	-0.1
C/C(=N\Nc1ccc(C(=O)O)cc1)c1ccccc1Br	-22	-11	-2.4	0.1
CCOC(CNC(=O)c1nnc(Cc2ccc3c(c2)OCO3)o1)OCC	0	5	0.6	-0.1
O=C(O)C1C2C=CC(C2)C1C(=O)Nc1ccccc1O (stereo unspecified)	3	6	0.7	0.3
O=C(C1CCCCC1)N(c1ccc(F)cc1)C1C=CS(=O)(=O)C1 (stereo unspecified)	2	12	1.2	0.0
Cc1ccc(C(=O)Nc2ccc3oc(-c4cc(Br)ccc4Cl)nc3c2)cc1[N+](=O)[O-]	13	6	-1.8	0.7
O=C1CCCN1CCn1cnc2c(NCCO)nc(NC3CCN(Cc4ccccc4)CC3)nc21	-12	-2	-1.8	0.0
COC(=O)c1ccc(OCC(=O)c2ccc(Br)cc2)cc1	-7	16	-0.6	0.3
CCOP(=O)(OCC)c1nc(-c2ccc(Cl)cc2)oc1NCc1cccnc1	5	-7	-0.3	0.0
CCCCC1=NN2C(=N)/C(=C/c3ccc4c(c3)OCO4)C(=O)N=C2S1	12	-8	-1.5	-0.1
CCOC(=O)c1ccc(NC(=O)COC(=O)c2ccc(Cl)c(N)c2)cc1	7	-3	1.9	-0.1
Cc1ccc(C2CC(c3ccc(C)cc3)n3ncnc3N2)cc1 (stereo unspecified)	9	8	1.4	0.0
C=CCn1c(=O)c2c(nc3n2CCCN3c2cc(C)cc(C)c2)n(C)c1=O	12	3	-0.3	-0.2
CC(C)n1cnc2c(Nc3ccc(N4CCOCC4)cc3)nc(NCc3cccnc3)nc21	1	7	1.7	-0.4
COc1ccc(/C=C/C(=O)Nc2ccc(S(=O)(=O)N3CCCC3)cc2)cc1OC	2	9	-0.9	0.2
CCOCC(=O)Nc1ccc(S(=O)(=O)N2CCCCCC2)cc1	2	2	0.5	-0.1
CCC(C)(C)NC(=O)c1ccc2c(c1)N(CC(=O)NC1CCCCC1)C(=O)C(C)(C)O2	11	16	-0.1	0.2
CC(C)C(NC(=O)CSc1ccc(Cl)cc1)C(C)C	3	-4	1.0	0.1
Cc1sc(NC(=O)c2ccco2)c(C(Nc2ccccn2)c2cccc(F)c2)c1C (stereo unspecified)	-14	-1	-0.1	-0.3

Single records, from the list above. Order of screens: TEAD-YAP inh | MITF inh | GPR151 activ | FBW7 activator
`CCOC(CNC(=O)c1nnc(Cc2ccc3c(c2)OCO3)o1)OCC` in the list: 0 | 5 | 0.6 | -0.1
`COC(=O)c1cccc(-c2cc(NC(=O)Cc3ccccc3)n[nH]2)c1` in the list: 0 | 13 | 0.3 | -0.1
`COCCNC(=O)C(=O)NCC1OCCN1S(=O)(=O)c1c(C)cc(C)cc1C` (stereo unspecified) in the list: -8 | -6 | 0.8 | -0.2
`CC(C)C(NC(=O)c1ccccc1)C(=O)O` (stereo unspecified) in the list: 1 | 0 | 0.5 | -0.1
`Cc1sc(NC(=O)c2ccco2)c(C(Nc2ccccn2)c2cccc(F)c2)c1C` (stereo unspecified) in the list: -14 | -1 | -0.1 | -0.3

Next results:
SMILES	TEAD-YAP inh	MITF inh	GPR151 activ	FBW7 activator
O=C(CCCCCn1c(=S)[nH]c2cc3c(cc2c1=O)OCO3)NCCC1=CCCCC1	11	11	1.1	0.1
CS(=O)(=O)N(CC(=O)NCCc1ccccc1)c1cccc(C(F)(F)F)c1	12	-3	-0.3	-0.1
COc1ccc(C(=O)Nc2ccc(NC(=O)c3ccco3)c(Cl)c2)cc1Br	2	6	1.7	0.0
COc1ccc(N2C(=O)CSC2c2c(F)cccc2Cl)c(OC)c1 (stereo unspecified)	-6	-4	3.1	-0.2
O=C(N/N=C/c1cccnc1)c1ccccc1OCc1cccc(Br)c1	3	7	0.7	0.0
Cc1ccccc1-n1c(SCC(=O)NCc2ccccc2)nc2n[nH]c(C)c2c1=N	4	2	1.4	0.0
O=C(CSc1ccc2nnc(-c3ccc(F)cc3)n2n1)N1CCOCC1	-17	0	-0.1	-0.3
COCC(C)NC(=O)/C=C/c1ccccc1Cl (stereo unspecified)	-17	6	-1.1	0.1
O=C(NCCc1nnc2n1CCN(C1CCSCC1)CC2)C1CCCCC1	-2	-1	1.1	-0.1
O=C(COc1ccccc1)Nc1ccc(C(O)(C(F)(F)F)C(F)(F)F)cc1	-3	9	-1.6	0.7
O=C(CSc1nnc(-c2ccccn2)n1-n1cccc1)Nc1ccc(Oc2ccccc2)cc1	3	18	-1.4	0.0
COc1ccc(/C=C/C(=O)Nc2cccc(NC(=O)c3cccs3)c2)cc1	-69	-18	-0.5	0.0
O=C(Cn1cc(SCc2cccc([N+](=O)[O-])c2)c2ccccc21)N1CCCCC1	-6	18	-0.8	-0.1
Nc1cccc(-c2ccc(C(=O)NCCN3CCOCC3)s2)c1	-13	12	-0.1	0.7
COc1ccc(N2CC(C(=O)Nc3ccccc3)CC2=O)cc1 (stereo unspecified)	-3	-6	0.4	0.0
Nc1nncn1C(=O)c1ccc(Cl)cc1[N+](=O)[O-]	10	3	0.3	0.0
O=C(Nc1nc(-c2ccccc2)cs1)c1ccc(S(=O)(=O)N2CCCCC2)cc1	-2	2	-0.1	0.2
CCOC(=O)C1=C(C)N=c2s/c(=C\c3ccc(-c4ccc(OC)cc4[N+](=O)[O-])o3)c(=O)n2C1c1ccc(Cl)cc1 (stereo unspecified)	-10	11	-0.2	0.1
COc1ccc(-c2c(NCCc3ccccc3)c(=O)c2=O)cc1	-3	10	0.8	1.3
O=C(Nc1ccc2c(c1)Cc1ccccc1-2)c1ccccc1F	-106	-4	0.2	0.0
Cc1cccc(NC(=O)c2cc3ccccc3oc2=O)c1C	-9	7	0.9	0.0
COC(=O)c1ccc(OCC2c3cc(OC)c(OC)cc3CCN2C(=O)c2ccc([N+](=O)[O-])cc2)cc1 (stereo unspecified)	-14	-2	0.0	-0.2
CCN(CC)C(=O)CSc1nnc(-c2ccoc2C)n1CC	-3	-4	-0.1	0.0
O=C(C1CC(Cc2ccc3c(c2)OCO3)=NO1)N1CCc2c(Cl)cccc2C1 (stereo unspecified)	-16	10	0.6	0.1

Reprinted from the part before: three entries, followed by the next part.
SMILES	TEAD-YAP inh	MITF inh	GPR151 activ	FBW7 activator
COC(=O)c1ccc(OCC2c3cc(OC)c(OC)cc3CCN2C(=O)c2ccc([N+](=O)[O-])cc2)cc1 (stereo unspecified)	-14	-2	0.0	-0.2
CCN(CC)C(=O)CSc1nnc(-c2ccoc2C)n1CC	-3	-4	-0.1	0.0
O=C(C1CC(Cc2ccc3c(c2)OCO3)=NO1)N1CCc2c(Cl)cccc2C1 (stereo unspecified)	-16	10	0.6	0.1
O=[N+]([O-])c1ccccc1C1Nc2ccccc2C2C=CCC21 (stereo unspecified)	3	-11	-1.4	-0.1
CN(C)CCCCC(=O)Nc1ccc(NC(=S)NC(=O)c2ccc(C(C)(C)C)cc2)cc1	·	15	0.1	·
Cc1[nH]c2ccccc2c1/C=N/NC(=S)Nc1cccc(S(=O)(=O)N(C)C)c1	4	12	0.9	0.1
CCOC(=O)c1ccc(S(=O)(=O)NC(C)C)cc1	-3	2	0.6	0.1
CCc1ccccc1NC(=O)N1CCC(CN2CCC(C)CC2)CC1	-11	0	-1.5	0.1
CCC(C)CN1CCc2c(C(=O)OC)c(OCCc3ccccn3)cc(=O)n2CC1 (stereo unspecified)	-1	8	-0.4	0.0
CCOc1ccccc1C(=O)NCC1CCCO1 (stereo unspecified)	8	15	1.1	-0.1
CC(C)c1ccc(C(=O)CC2(O)C(=O)N(C)c3ccccc32)cc1 (stereo unspecified)	2	11	0.7	0.2
CCC(=O)N1CCc2cc(S(=O)(=O)N(C)CCC#N)ccc21	-4	17	-0.1	0.5
COc1cc2c(cc1OC)C(c1ccccc1)N(C(=O)S(C)(=O)=O)CC2 (stereo unspecified)	-1	4	-0.5	0.0
CC(CCc1ccco1)NC(=O)c1ncoc1-c1ccc(F)cc1 (stereo unspecified)	1	-6	-0.8	-0.3
COCCN(Cc1cc2cc3c(cc2nc1Cl)OCO3)C(=O)Nc1ccc(F)cc1	-7	19	1.0	0.0
CCCc1[nH]n(-c2ccc(F)cc2)c(=O)c1C=NCc1ccc2c(c1)OCO2	1	12	-0.5	0.1
O=C(Nc1cc(S(=O)(=O)Nc2cccc(Cl)c2)ccc1Cl)C(F)(F)F	4	-8	-0.2	-0.1
CCN(CC)C(=O)C1CCCN1S(=O)(=O)c1cccc2nsnc12 (stereo unspecified)	-1&-3	11&-3	1.6&2.1	0.0&-0.1
COc1ccc([N+](=O)[O-])cc1N1C(=O)c2cccc([N+](=O)[O-])c2C1=O	1	7	0.0	0.0
COC(=O)C1=C(C(=O)OC)SC(=C2C(=S)C(C)(C)N(C(=O)c3cccc(OC)c3)c3c(OC)cccc32)S1	3	2	-0.1	-0.1
O=C(N/N=C/c1cccc2ccccc12)C(=O)Nc1ccc(Br)cc1	-8	-2	0.2	0.0
N#Cc1ccc(NC(=O)c2noc3c2CCc2ccccc2-3)cc1	-5	-11	-1.2	0.1
O=C(COc1nc2ccccc2s1)N1c2ccccc2Sc2ccc(C(F)(F)F)cc21	17	4	0.0	0.1
O=C(CNC(=O)c1ccc(Cl)cc1Cl)NCC(=O)Nc1ccc(F)cc1F	-4	-3	1.2	0.0
CCOC(=O)c1c(OCC)[nH]c2ccc(O)cc12	-2	25	-2.2	0.6
Cn1nccc1C(=O)n1cc([N+](=O)[O-])cn1	-4	0	-0.2	-0.1
CCOC(=O)Cc1csc(NC(=O)C(NC(=O)C2CCCCC2)C(C)C)n1 (stereo unspecified)	14	-4	-0.7	0.0
C/C(CCN1CCCCc2nc(C)c(C)cc21)=N\OC[C@@H](C)[C@H](OCc1ccccc1)C(C)C	·	12	0.4	0.0
O=C1N(C2Cc3ccccc3C2)C[C@@H]2C[C@@H](c3cccc4nonc34)N3CCC[C@@]123	3	7	3.4	0.0
COc1ccc(C(=O)CSc2nc(C)nc3c2c(=O)n(C)c(=O)n3C)cc1	8	-2	1.0	0.1
Cc1c(C(=O)Oc2ccc(C#N)cc2)sc2ncn(C)c(=O)c12	0	-4	1.0	-0.2
O=C(Cc1ccccc1[N+](=O)[O-])Nc1nccs1	3	0	0.1	0.0
Cc1cc(=O)[nH]c(SCC(=O)N2CCCc3ccccc32)n1	0	7	-0.8	0.0
COc1cc(C2C(C#N)=C(N)OC3=C2C(=O)CC(C)(C)C3)ccc1O (stereo unspecified)	2	13	-1.0	0.0
Cc1ccccc1C1CC(c2ccccc2Cl)Nc2nc(N)nn21 (stereo unspecified)	-1	3	0.1	0.0
CN1CCCc2cc(CN3CCC4(CC3)CC4C(=O)NCc3cccs3)ccc21 (stereo unspecified)	-1	6	0.3	-0.1
CCOC(=O)c1cnc2c(Cl)c(Cl)ccc2c1NCCN(C)C	-6	8	-0.3	0.0
c1ccc(-c2cnc(COc3ncnc4ccccc34)o2)cc1	-8	-4	-0.5	-0.2
CCOc1cc(/C=C2/SC(=Nc3cccc(C(=O)O)c3)NC2=O)ccc1OC	7	27	0.0	0.2
N#C/C(=C(/O)CN1CCOCC1)c1nc(-c2ccc(Br)cc2)cs1	-6	17	3.9	0.4
COc1cccc(OC)c1C(=O)OCC(=O)N(C(C)C)C(C)C	10	6	-1.4	0.4
NC(=O)N/N=C/c1ccc(N2CCOCC2)s1	0	14	0.9	0.6
